MazEF act = activators of E. coli MazEF toxin-antitoxin RNase; P0AE70; FAM/BHQ RNA-DNA oligo cleavage fluorescence, 5 h; activation, % at 20 µM; 0.32% of 350,000 active; AID 504720; in the data active = activation above about 50%
SARS 3CLpro inh = SARS-CoV 3CLpro protease inhibition. recombinant SARS-CoV 3CLpro, quenched FRET peptide cleavage. P0C6X7. 0.14% of 290,000 active. inhibition, % at 6 µM; in the data active = inhibition above about 12%
Yp Topo-I inh = blocks Yersinia pestis topoisomerase I activity; Y. pestis Topo-I cleavage product accumulation, plate reader; activity, % at 10 µM; 0.064% of 360,000 active; in the data active = activity above about 50%, passing the limit was not always enough; note: inactives centre near 2
SSB-PriA inh = inhibitors of Klebsiella pneumoniae PriA binding to SSB C-terminal tail. AlphaScreen SSBct-PriA binding, biotinylated peptide. inhibition, % at 33 µM. 0.6% of 430,000 active. AID 1272365; in the data active = inhibition mostly above about 37%, no sharp cut-off; inactive = mostly below about 20%;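 note: plate controls were negative control peptide for no effect and reference peptide for full effect; strong numbers were not always called active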
PfHsp40 rescue = compounds rescuing yeast from Plasmodium falciparum HSP40 toxicity; S. cerevisiae expressing PfHsp40, growth rescue, ATP luminescence; growth rescue, % at 12.5 µM; 0.68% of 340,000 active; in the data active = growth rescue above about 28%, passing the limit was not always enough;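 note: yeast W303a lacking pdr1 and pdr3 grown in galactose medium; growth measured after three days at 30 °C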
Anthrax LF inh2 = blocks Bacillus anthracis lethal factor protease; multiplex microsphere protease cleavage assay, LF; inhibition, % at 10 µM; P15917; 0.12% of 360,000 active; in the data active = inhibition above about 30%; note: plate controls were buffer without enzyme for full effect and enzyme alone for no effect
TcdB inh = TcdB glycohydrolase inhibition; inhibition, % at 9.99 µM; TcdB glycohydrolase enzymatic assay, plate reader; 0.24% of 350,000 active; in the data active = inhibition above about 10%
BH1578 lux ind = inducers of Vibrio cholerae quorum light production without autoinducers. V. cholerae BH1578 lux reporter, luminescence, 6 h. 0.16% of 350,000 active. activation, % at 18.7 µM; in the data active = activation mostly above about 9.7%, no sharp cut-off; note: not every result past the cut was called active; inactives centre near 0; reference of the scale not given here
Rv3671c protease = inhibits the M. tuberculosis serine protease Rv3671c. inhibition, % at 5.96 µM. P9WHR9. 0.048% of 320,000 active; in the data active = inhibition above about 38%;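 note: extracellular domain of Rv3671c used as enzyme; 0% = enzyme with DMSO and 100% = no enzyme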
VHR inh abs = blocks human VHR1 dual specificity phosphatase; P51452; recombinant VHR phosphatase, pNPP absorbance; inhibition, % at 13.3 µM; 0.52% of 290,000 active; in the data active = inhibition above about 50%; note: some compounds called inactive have numbers as strong as hits
* = called active by the depositor; i = inactive; . = no result given; & = joins results of further samples; ! = not active in a repeat.

Structure	MazEF act	SARS 3CLpro inh	Yp Topo-I inh	SSB-PriA inh	PfHsp40 rescue	Anthrax LF inh2	TcdB inh	BH1578 lux ind	Rv3671c protease	VHR inh abs
O=C(CCN1CCC(c2ccccc2)C1)c1ccc2c(c1)OCCO2 (stereo not drawn)	7	7	5	-9	-0.2	-15	2.1	6.2	1	10
C=CC1=C(C(=O)O)N2C(=O)[C@@H](NC(=O)/C(=N\O)c3csc(N)n3)[C@H]2SC1 (stereo in doubt)	4	.	-1	.	-0.4	-4	-0.7	0.5	4	.
COc1ccc(/C=C/C(=O)Nc2ccccc2C(=O)O)cc1OC	7	-1&4	1	-9	1.0	3	1.0	i	-2	5&3
CC12CCC(CC1)C(C)(C)O2	-8	.	2	-13	-1.1	-8	-0.1	-0.4	-2	.
CN1CCN(C(c2ccccc2)c2ccccc2)CC1	6	.	-3	0	-0.2	-19	0.5	i	-8	.
CN1CCN(CCC(=O)N2c3ccccc3Sc3ccc(C(F)(F)F)cc32)CC1	4	1	-7	4	1.4	5	.	i	17	37
Cc1cc(Nc2cc(N3CCN(C)CC3)nc(Sc3ccc(NC(=O)C4CC4)cc3)n2)n[nH]1	11	.	-26	0	0.0	-7	2.1	11	7	.
CC(=O)c1ccc(S(=O)(=O)NC(=O)NC2CCCCC2)cc1	4	.	-2	2	0.4	2	1.1	i	-4	.
CCOc1ccc(NC(=O)Cn2cc(C(=O)c3ccco3)c3ccccc32)cc1	-2	4	3	-16	-0.9	-14	.	i	-16	4
CC(=O)Nc1ccc(C(=O)O)cc1	0	.	1	-8&-9	-0.8	-1	0.4	-0.6	0	.
OC(C#CCN1CCCC1)(c1ccccc1)c1ccccc1	0	0	8	12	-0.8	-3	0.1	i	4	0
Cc1cc(-c2ccccc2)nnc1NCCN1CCOCC1	4	-3	-1	-15	0.2	-3	1.0	4.2	5	9
CCCCCCO	8	.	1	10	-1.5	2	0.3	-0.4	4	.
CC1(C)OC2CC(=O)OCC23C1CC(=O)C1(C)C3CCC2(C)C(c3ccoc3)OC(=O)C3OC321 (stereo not drawn)	.	.	7	.	.	2	0.9	-0.5	.	.
NC(=O)c1cn(Cc2c(F)cccc2F)nn1	10	.	0	-1	-1.0	-6	-1.4	i	7	.
CC(=O)NC(Cc1ccccc1)C(=O)O (stereo not drawn)	1	1	-2	3	0.5	-4	2.5	-0.5	-3	.
CCOC(=O)c1ccc(N)cc1	6	.	-1	-6	1.3	-2	1.9	7.1	0	.
C/C=C(/C)C(=O)O[C@@H]1c2c(ccc3ccc(=O)oc23)OC(C)(C)[C@@H]1OC(=O)/C(C)=C\C	-6	-1	25	-6	1.2	-2	0.0	i	-6	1
CC1(C)Cc2c(sc(NC(=S)NC(=O)c3ccccc3)c2C(=O)O)CO1	7	4	-10	13	-0.6	0	-1.1	-0.1	-10	10
CC(=O)OCC1=C[C@@H]2OC(=O)C3=CO[C@@H](O[C@@H]4O[C@H](CO)[C@@H](O)[C@H](O)[C@H]4O)[C@H]1[C@@H]32	2	.	-1	-4	-1.3	-5	0.5	i	-5	.
CN1CCOC(c2ccccc2)c2ccccc2C1 (stereo not drawn)	10	-3	-2	-1	-0.7	7	0.6	-3.8	0	-2
CN(C)CCOC(C)(c1ccccc1)c1ccccn1 (stereo not drawn)	6	3&0	-4	0	-0.2	-1	1.0	i	6	1&30
Cc1c(NC(=O)c2cccnc2)c(=O)n(-c2ccccc2)n1C	-6	4	-3	-9	-0.1	10	1.2	-0.6	-7	10
OCCN1CCN(CCCN2c3ccccc3Sc3ccc(Cl)cc32)CC1	5	-8	6	32	4.8	-28	-9.1	8.3	2	-11
CCCNC(C)C(=O)Nc1c(C)csc1C(=O)OC (stereo not drawn)	6	.	-5	-8	-2.0	3	0.9	i	-2	.
O=C(CCNNC(=O)c1ccncc1)NCc1ccccc1	-2	0	-9	-15	-1.5	-8	-20	4.2	-7	-15
COc1ccc(C(=O)NCc2ccc(OCCN(C)C)cc2)cc1OC	-2	.	7	3	-0.5	-20	-0.1	-0.2	-2	.
CC[N+](C)(CC)CCOC(=O)C(O)(c1ccccc1)C1CCCCC1 (stereo not drawn)	5	-5	-1	-3	-0.8	-5	0.9	11	-1	-3
Cc1ccc(CN2CCN(Cc3cccc4nccnc34)CC2CCO)cc1 (stereo not drawn)	1	3	9	-3	-1.3	-5	0.2	i	7	8
Oc1ccc(/C=C/c2cc(O)cc(O)c2)cc1	14	-5	-11	-1	-0.4	-6	5.8	5.0	3	-18
C[C@]12CCC(=O)C=C1CC[C@@H]1[C@@H]2CC[C@@]2(C)[C@H]1CC[C@]2(O)C(=O)CO	-5	3	5	-5	0.6	-11	0.2	i	6	5
CCOc1ccc(C(=O)OCCN(CC)CC)cc1	8	1	2	-1	0.0	-1	.	i	1	8
CCCn1cnc2c1c(=O)n(CCCCC(C)=O)c(=O)n2C	7	.	-3	4	-1.4	-2	2.1	-11	-3	.
CC[n+]1c(C)sc2cc(OC)ccc21	-18	0	16	-21	-0.8	-5	-1.6	i	-4	-10
CCC(C)n1ncn(-c2ccc(N3CCN(c4ccc(OCC5COC(Cn6cncn6)(c6ccc(Cl)cc6Cl)O5)cc4)CC3)cc2)c1=O (stereo not drawn)	1	-1	18	8	181*!	8	-0.8	i	3	-6
COc1ccccc1N1CCN(CCCNc2cc(=O)n(C)c(=O)n2C)CC1	1	2	-7	.	.	5	-0.8	-0.1	0	7
c1ccc(CN(CC2=NCCN2)c2ccccc2)cc1	2&2	0&-3	-2&-8	1	8.6&0.3	-8&-14	0.5&0.5	i	-10&3	-5
O=C(c1ccc(F)cc1)C1CCN(CCn2c(=O)[nH]c3ccccc3c2=O)CC1	4&14	.	2&2	0	1.1&3.2	-7&6	2.7&0.9	0.7	6&-3	-9
NC(=O)c1cccc(-c2cc(Nc3ccc(OC(F)(F)F)cc3)ncn2)c1	7	.	11	-13	1.2	-10	-5.5	i	-75	15
CCOc1ccccc1C(N)=O	3	.	6	3	-1.4	-8	-0.8	-0.4	.	.
Cc1nc2ccccn2c(=O)c1CCN1CCC(C(=O)c2ccc(F)cc2)CC1	11	2	-5	-5	-0.9	3	0.9	i	7	1
C1CCC(C(CC2CCCCN2)C2CCCCC2)CC1 (stereo not drawn)	30&39	-4	-11&-4	4	-0.4&-0.9	-6&-16	0.1&1.0	4.3&-0.4	1&8	9
CCc1cc(=O)oc2c(CNC(Cc3ccccc3)C(=O)O)c(O)ccc12 (stereo not drawn)	8	1	.	2	.	.	1.3	.	2	2
c1ccc(CC2=NCCN2)cc1	1	0	-5	-4	-0.3	1	0.8	i	-6	-10
O=S(=O)(c1cccc2cnccc12)N1CCCNCC1	12	1	0	4	-2.3	-3	.	-0.6	2	9
CC(=O)c1ccc2c(c1)N(CCCN(C)C)c1ccccc1S2	-10	.	-10	-11	0.9	0	1.5	-0.3	.	.
COc1ccc(C(=O)CC(=O)c2ccc(C(C)(C)C)cc2)cc1	-4	.	-1	-12	0.1	-11	0.0	-0.6	.	.
O=C(NCCc1c[nH]c2ccccc12)c1cccnc1	-6	2	11	-13	0.5	-6	1.2	i	-3	0
COc1cc2c(c(OC)c1OC)-c1c(cc3c(c1OC)OCO3)[C@@H](OC(C)=O)[C@H](C)[C@H](C)C2	4	.	29	-8	-0.6	3	0.9	0.3	-1	0

High-throughput results: PubChem BioAssay, several laboratories

A portion of the library; rates above refer to the full screens.
